# Compound activity from PubChem BioAssay.
# TRPC4 inh: inhibitors of mouse TRPC4 channel, primary screen, Fluo4 calcium, HEK293 TRPC4beta/mu-opioid cells; Short transient receptor potential channel 4 (Mus musculus), Q9QUQ5; DAMGO-evoked Fluo4 calcium flux; stronger effect = lower value; B-score at 10 µM; 300,000 compounds, 0.39% hits; AID 2247, 2010;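 active means B-score over 3 SD under the library average, no early fluorescence shift, positive overall ratio signal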
#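 Material: HEK293 cells with stable TRPC4beta plus mu-opioid receptor expression; probe or stimulus: DAMGO in two steps, submaximal then maximal; technique: Fluo4 calcium fluorescence by kinetic imaging, 5 s 1 Hz baseline; measure: integrated fluorescence ratio relative to baseline, converted to per-well B score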
# KCNQ1 act: potentiators or activators of KCNQ1 channel, primary screen, cell-based, thallium flux, high-throughput. AID 2648, 2010. Potassium voltage-gated channel subfamily KQT member 1 (Homo sapiens), P51787. CHO-K1 KCNQ1, thallium flux FluxOR fluorescence; stronger effect = higher value. B-score at 10 µM. 310,000 compounds, 0.35% hits;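 active means fluorescence ratio B-score, a plate-corrected score, at least three library SD, with initial intensity B-score within 5 SD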
#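 Material: CHO-K1 cells stably expressing KCNQ1. Medium: assay buffer for compound exposure, DMSO matched across wells. Reagent: K+/Tl+ depolarizing stimulus. Compound dosing: single-concentration screen. Times: 37 °C overnight plating, 90-min dark dye load, 20-min compound pretreatment. Technique: FluxOR Tl+ flux fluorescence.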
# hERG protect: hERG rescue from dofetilide block, primary screen, cell-based, CHO-hERG, FluxOR thallium flux, dofetilide IC70; 310,000 compounds, 0.51% hits; Voltage-gated inwardly rectifying potassium channel KCNH2 (Homo sapiens), Q12809; dofetilide IC70 present; activation (rescue from dofetilide block), less the hit threshold, % at 10 µM; AID 1511, 2009;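 active means activation above the mean of controls blocked by dofetilide plus 5 SD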;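 further: thallium influx through hERG after potassium depolarization seen as dye fluorescence rise; in these data hits start at about 4.7%; inactives centre near -7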
# Target sequence (Q12809 whole entry, looked up): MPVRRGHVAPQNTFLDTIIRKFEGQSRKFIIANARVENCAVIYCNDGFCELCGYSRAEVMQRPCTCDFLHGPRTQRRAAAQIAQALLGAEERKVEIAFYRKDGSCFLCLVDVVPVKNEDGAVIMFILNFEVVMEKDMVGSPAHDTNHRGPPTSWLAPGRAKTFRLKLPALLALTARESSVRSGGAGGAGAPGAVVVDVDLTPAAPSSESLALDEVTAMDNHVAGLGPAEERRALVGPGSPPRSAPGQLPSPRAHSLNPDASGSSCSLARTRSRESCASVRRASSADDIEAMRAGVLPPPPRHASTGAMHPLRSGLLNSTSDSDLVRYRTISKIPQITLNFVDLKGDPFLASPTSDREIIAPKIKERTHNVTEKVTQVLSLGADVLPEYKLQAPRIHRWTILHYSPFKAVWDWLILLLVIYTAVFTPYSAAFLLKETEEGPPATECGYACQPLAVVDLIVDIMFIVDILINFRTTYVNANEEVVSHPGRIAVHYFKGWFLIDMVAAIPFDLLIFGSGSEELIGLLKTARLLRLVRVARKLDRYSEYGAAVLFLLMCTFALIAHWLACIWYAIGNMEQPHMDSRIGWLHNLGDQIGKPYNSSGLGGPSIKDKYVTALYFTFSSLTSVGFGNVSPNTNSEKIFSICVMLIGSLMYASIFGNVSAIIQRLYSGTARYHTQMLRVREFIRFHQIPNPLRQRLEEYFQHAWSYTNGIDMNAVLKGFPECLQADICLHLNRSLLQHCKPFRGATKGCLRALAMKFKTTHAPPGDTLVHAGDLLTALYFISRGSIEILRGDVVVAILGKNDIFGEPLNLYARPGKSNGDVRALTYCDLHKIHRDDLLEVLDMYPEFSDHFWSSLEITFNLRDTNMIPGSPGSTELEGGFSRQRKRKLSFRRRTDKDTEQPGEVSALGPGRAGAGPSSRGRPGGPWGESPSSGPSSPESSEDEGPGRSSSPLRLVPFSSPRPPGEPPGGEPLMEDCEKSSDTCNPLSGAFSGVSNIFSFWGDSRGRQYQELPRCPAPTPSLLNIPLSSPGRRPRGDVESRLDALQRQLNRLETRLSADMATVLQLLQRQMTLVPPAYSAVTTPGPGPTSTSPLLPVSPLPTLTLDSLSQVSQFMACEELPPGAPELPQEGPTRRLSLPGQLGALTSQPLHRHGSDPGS
# TRPC4 PAM: positive allosteric modulators of TRPC4, primary screen, cell-based, mouse TRPC4beta, HEK293 mu-opioid, Fluo-4 calcium. Short transient receptor potential channel 4 (Mus musculus), Q9QUQ5. AID 2227, 2009. 310,000 compounds, 0.42% hits. B-score at 10 µM. DAMGO EC20, Fluo-4 Ca2+ flux; stronger effect = higher value;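 active means B-score of calcium response area above 5 SD of library B-scores, with initial fluorescence ratio within 5 SD of library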;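 further: B-score of integrated fluorescence ratio over time as area under calcium response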
# KCNK3 inh: human KCNK3 channel inhibitors, primary screen, CHO cells, FluxOR thallium flux, B-score | B-score at 10 µM | 340,000 compounds, 0.84% hits | FluxOR fluorescence; stronger effect = lower value | AID 602410, 2012;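 active means B-score under library mean minus 4 SD, starting fluorescence ratio at most library mean plus 5 SD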;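 further: more negative B-score means stronger inhibition of thallium flux through KCNK3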
# PolyA inhibitor: polyadenylation inhibitors in yeast reporter cells, primary screen, luminescence, S. cerevisiae; S. cerevisiae SKY197-pL101 polyadenylation reporter, beta-gal luminescence; efflux-impaired pdr1/pdr3 knockout yeast; score 100 = 6 SD above DMSO; AID 1875, 2009; 300,000 compounds, 0.02% hits; calls only at 12 µM;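 active means lowest replicate activity score at least 50, where 100 means six control SD above control mean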;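 further: yeast exposed to compound for 9 h at 30 °C; higher score means more reporter readthrough which indicates perturbed polyadenylation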
# KCNK9 block: KCNK9 potassium channel inhibitors, primary screen, HEK293 cells, thallium flux; Potassium channel subfamily K member 9 (Homo sapiens), Q9NPC2; FluxOR thallium flux fluorescence; stronger effect = lower value; B-score at 10 µM; 310,000 compounds, 1.2% hits; AID 488922, 2010;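 active means ratio B-score over 3 SD below the library mean, with starting fluorescence within 5 SD of its mean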;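 further: negative B-score means less thallium flux so channel inhibition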
# Platelet DG rel: inhibitors of platelet dense granule secretion, primary screen, cell-based, MLPCN, human platelets. human platelet-rich plasma, SFLLRN dense granule ATP release, luminescence. inhibition, %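 (compounds screened at 7.5 µM in platelet-rich plasma)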. 300,000 compounds, 0.22% hits;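 active means mean replicate score, as percent of positive control, at or above 50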
# TRPC4 agonist: activators of mouse TRPC4 channel, primary screen, Fluo4 calcium, HEK293 TRPC4beta/mu-opioid cells. Short transient receptor potential channel 4 (Mus musculus), Q9QUQ5. Fluo4 calcium fluorescence; stronger effect = higher value. B-score at 10 µM. 310,000 compounds, 0.49% hits;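 active means B-score above 5 SD of library B-scores, and initial fluorescence ratio not above library mean plus 5 SD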;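 further: positive B-score marks a calcium rise read as TRPC4 activation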
#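 Incubation: 45 min room-temperature Fluo4 loading, 110 s read / System: HEK293 cells stably co-expressing mouse TRPC4beta and mu-opioid receptor / Signal: Fluo4 fluorescence, kinetic / Control set: buffer (low) and maximal DAMGO (high) / Measure: integrated baseline-normalised fluorescence ratio, converted to per-well B score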
# KCNQ1 block: inhibitors of human KCNQ1 channel, primary screen, cell-based, thallium flux, high-throughput; AID 2642, 2010; B-score at 10 µM; 310,000 compounds, 1.3% hits; CHO-K1 KCNQ1, FluxOR thallium flux fluorescence; stronger effect = higher value; Potassium voltage-gated channel subfamily KQT member 1 (Homo sapiens), P51787;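 active means compounds whose thallium flux B-score, printed positive for inhibition, exceeds three library SD while starting fluorescence stays within three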;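 further: channel opened by potassium depolarization with thallium stimulus after 20 min compound exposure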
# DYRK1A inh: rat Dyrk1A kinase inhibitors, primary screen, biochemical, single point, plate reader | 310,000 compounds, 0.43% hits | inhibition, % at 12.5 µM | AID 504441, 2011 | Dual specificity tyrosine-phosphorylation-regulated kinase 1A (Rattus norvegicus), Q63470 | ADP-Glo luminescence, NFATc1 peptide; in the data active means inhibition above about 50%;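 further: plate controls were vehicle with enzyme for no effect and no enzyme for full effect; many of its hits are not listed in these tables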
# * marks the source's active call; other numbers are inactive results; i = inactive; · = not tested or not shown. These rows are one share of the data; count on the stated rates, not on these rows.
SMILES,TRPC4 inh,KCNQ1 act,hERG protect,TRPC4 PAM,KCNK3 inh,PolyA inhibitor,KCNK9 block,Platelet DG rel,TRPC4 agonist,KCNQ1 block,DYRK1A inh
CCOC(=O)C1C2C=CC3(CN(c4ccc(Cl)c(F)c4)C(=O)C13)O2 (configuration not stated),i,i,-6.2,i,i,i,i,0.5,i,i,2.7
CC(C)(C)OC(=O)NC(=NCCCc1cn(CC(=O)N2CCN(C(=O)OC(C)(C)C)CC2)nn1)NC(=O)OC(C)(C)C,i,i,-5.9,i,i,i,i,-5.0,i,i,1.7
O=C(NCC1CCCO1)c1cc2c([nH]c3ccccc32)c(-c2cccc(Br)c2)n1 (configuration not stated),i,i,-39.8,i,i,i,i,-1.5,i,11*,10.3
NC(=S)N/N=C/c1coc2ccc(Br)cc2c1=O,i,i,-8.0,i,i,i,i,7.4,i,i,11.0
C/C(=N\NC(=O)c1ccncc1)c1cccc(NC(=O)c2ccc(Cl)s2)c1,i,i,-21.0,i,i,·,i,·,i,i,-8.5
CCCCc1nc2sc3c(SCC(=O)NCc4ccco4)ncnc3c2c2c1CCC2,i,i,-4.0,i,i,i,i,-0.4,i,i,-2.3
CCCc1ccc(S(=O)(=O)N(C)S(=O)(=O)c2ccc(F)cc2)cc1,i,i,-9.8,i,i,i,-6.66*,24.3,i,i,-5.4
O=C(N/N=C/c1cc2ccccc2[nH]1)c1ccccc1Cl,i,i,-5.7,i,i,i,i,-2.7,i,i,22.6
Cc1ccc2nc(N3CCN(Cc4ccc(F)cc4)C3=O)c(C)cc2c1,i,i,-11.1,i,i,i,i,3.0,i,i,0.2
C=CCCC(=O)Nc1nc(C)c(-c2csc(Nc3ccccc3OC)n2)s1,i,i,-10.6,i,i,i,i,-5.5,i,i,3.5
COc1cc(/C=C2\SC(=Nc3ccc(N4CCOCC4)cc3)N(C)C2=O)ccc1OC(C)C(=O)O (configuration not stated),i,i,-14.4,i,i,i,i,-0.7,i,i,1.3
COc1ccc(NC(=O)CO/N=C2/CCCc3nonc32)c(OC)c1,i,i,-10.7,i,i,i,i,7.0,i,i,4.0
Cc1ccccc1Nc1nc(N)nc(CSc2nnnn2-c2ccccc2)n1,i,i,-8.4,i,i,i,i,9.0,i,i,-9.9
CC(C)(C)c1ccc(C(=O)c2c[nH]c(C(=O)NCCc3ccccn3)c2)cc1,i,i,1.6,i,i,i,i,1.3,i,i,·
NS(=O)(=O)c1ccc(NC(=O)CN2CCN(S(=O)(=O)c3ccc(F)cc3)CC2)cc1,i,i,-4.8,i,i,i,i,1.3,i,i,8.6
CCn1c(-c2ccc(N(C)C)cc2)nc2ccccc21,i,i,-15.4,i,i,i,i,3.8,i,i,4.1
Nc1n[nH]c2cc(=O)n(-c3ccc(Cl)cc3)nc12,i,i,-5.1,i,i,i,i,-3.2,i,i,-13.4
O=C(Nc1ccccc1)C1CCCCC1,i,i,-9.5,i,i,i,i,-1.8,i,i,-4.0
CC(C)(C)c1ccc(C(=O)N2CCC(C(=O)N3CCCCC3)CC2)cc1,i,i,-5.2,i,i,i,i,-1.0,i,i,0.4
CCN(CCn1cccn1)Cc1cn[nH]c1-c1cccc2ccccc12,i,i,-13.4,i,i,i,i,59.5*,i,i,4.3
COc1ccccc1C(=O)OCC(=O)NC1CCCC1,i,i,-5.8,i,i,i,i,-3.5,i,i,-2.1
Cc1cc(N2CCOCC2)n2nc(C)c(-c3ccc(Cl)cc3)c2n1,i,i,-4.2,i,i,i,i,9.7,i,i,-2.5
COc1ccc(C(=O)NC=C2C(=O)OC(C)(C)OC2=O)cc1,i,i,-6.3,i,i,i,i,2.1,i,i,2.1
OC(CNCC#Cc1ccccc1)c1ccccc1 (configuration not stated),i,i,-12.9,i,i,i,i,5.8,i,i,13.5
COc1ccc(NS(=O)(=O)c2c(C)n(C)c(=O)n(C)c2=O)cc1,i,i,-6.3,i,i,i,i,8.2,i,i,2.6

# For reference, some entries already given:
SMILES,TRPC4 inh,KCNQ1 act,hERG protect,TRPC4 PAM,KCNK3 inh,PolyA inhibitor,KCNK9 block,Platelet DG rel,TRPC4 agonist,KCNQ1 block,DYRK1A inh
CCOC(=O)C1C2C=CC3(CN(c4ccc(Cl)c(F)c4)C(=O)C13)O2 (configuration not stated),i,i,-6.2,i,i,i,i,0.5,i,i,2.7
CC(C)(C)OC(=O)NC(=NCCCc1cn(CC(=O)N2CCN(C(=O)OC(C)(C)C)CC2)nn1)NC(=O)OC(C)(C)C,i,i,-5.9,i,i,i,i,-5.0,i,i,1.7
O=C(NCC1CCCO1)c1cc2c([nH]c3ccccc32)c(-c2cccc(Br)c2)n1 (configuration not stated),i,i,-39.8,i,i,i,i,-1.5,i,11*,10.3

# (next part)
SMILES,TRPC4 inh,KCNQ1 act,hERG protect,TRPC4 PAM,KCNK3 inh,PolyA inhibitor,KCNK9 block,Platelet DG rel,TRPC4 agonist,KCNQ1 block,DYRK1A inh
Cc1nonc1CN(C)C(=O)CC1C(=O)NCCN1Cc1cccc(C(F)(F)F)c1 (configuration not stated),i,i,-8.8,i,i,i,i,10.2,i,i,-3.4
CC(C)c1ccc(OCC(O)CN2CCN(c3ccccn3)CC2)cc1 (configuration not stated),i,i,-7.9,i,i,i,i,-0.5,i,i,-1.5
COc1ccc(NC(=O)c2c3c(nc4ccccc24)CCN(Cc2ccccc2)C3)c(OC)c1,i,i,-27.3,i,i,i,i,-0.7,i,i,2.0
CC(C)NC(=S)NN=C1CCCCCCCCCCC1,i,i,1.9,i,i,i,i,1.2,i,i,·
CCOc1ccc(-c2noc(CCC(=O)NC3CCCC3)n2)cc1OC,i,i,-2.7,i,i,i,i,10.3,i,i,3.9
COc1ccc(S(=O)(=O)N2CCC(C(=O)NCCC3=CCCCC3)CC2)cc1C,i,i,-6.7,i,i,i,i,-6.9,i,i,-3.3
CC(C)C(=O)N1CCN(c2ccccc2NC(=O)c2ccc([N+](=O)[O-])o2)CC1,i,i,-9.9,i,i,i,i,-8.5,i,i,8.9
CCOc1ccc(C2N(c3ccc(F)cc3)C(=O)C3CCCN32)cc1 (configuration not stated),i,i,-4.0,i,i,i,i,-2.3,i,i,3.4
Cc1sc2ncnc(N3CCC(C(=O)Nc4ccc(Br)cc4Br)CC3)c2c1C,i,i,-9.5,i,-8.75*,i,i,-11.0,i,i,-6.6
CCCCn1cnc2cc(C)c(C)cc21,i,i,-9.5,i,i,i,i,0.9,i,i,-5.2
Cc1cc(-c2ccc(C(C)C)c(S(=O)(=O)Nc3ccccn3)c2)on1,i,i,-6.9,i,i,i,i,-9.4,i,i,5.3
O=C(/C=C/c1ccco1)OCC1CCCN2CCCCC12 (configuration not stated),i,i,-10.3,i,i,i,i,2.4,i,i,0.3
Cn1c(=O)cc(OCC(=O)NCc2cccs2)c2ccccc21,i,i,-2.5,i,i,i,i,0.4,i,i,-1.0
N#CCC(=O)NC(=O)NCC1CC1,i,i,-14.4,i,i,i,i,3.8,i,i,-2.3
CCCCn1nnnc1NCc1cc(OC)c(OC)c(OC)c1,i,i,-2.5,i,i,i,i,4.1,i,i,3.7
O=C(Nc1ccc(Cl)cc1)Nc1nnc(CSc2ccc(Cl)cc2)s1,i,i,-5.5,i,i,i,i,-1.8,i,i,0.6
COc1cc(C(=O)N2CCN(C3CCCCC3)CC2)cc(OC)c1OC,i,i,-3.0,i,i,i,i,-8.5,i,i,-5.1
Cc1onc(-c2ccccc2Cl)c1C(=O)N1C=CC(C(F)(F)Cl)=NCC1,i,i,-12.0,i,i,i,i,0.6,i,i,6.2
Cc1ccccc1CSc1nc(-c2ccccc2)cc(=O)[nH]1,i,i,-7.0,i,i,i,i,3.4,i,i,-6.7
O=S(=O)(Nc1nc2ccccc2nc1Cl)c1ccccc1,i,i,-23.3,i,i,i,i,-4.8,i,i,-1.6
Brc1ccc(/C=N/c2nc3ccccc3n2CCN2CCOCC2)cc1,i,i,-6.9,i,i,i,i,7.9,i,i,2.7
COc1cc2nc(CC(C)C)n(NC(=O)c3ccccc3Br)c(=O)c2cc1OC,i,i,-2.4,i,i,i,i,10.3,i,i,-1.5
O=C(c1ccc(F)cc1)N(C(=O)c1ccc(F)cc1)c1ncccn1,i,i,-7.5,i,i,i,i,-0.9,i,i,-4.3
CNC(=O)Oc1ccc2c(c1)[C@]1(C)CCN(C)C1N2C (some centres not stated),i,i,-6.9,i,i,i,i,-0.2,i,i,10.4
O=C(C1CC1)N1CCc2cc(S(=O)(=O)NC3CCN(Cc4ccccc4)CC3)ccc21,i,i,-9.5,i,i,i,i,0.9,i,i,-4.2
Cc1ncc([N+](=O)[O-])n1CC(=O)Nc1ccccc1F,i,i,-2.5,i,i,i,i,4.0,i,i,-3.3
Cc1cc(C(=O)CSCCCn2c(=O)[nH]c3ccccc32)c(C)n1C,i,i,-7.0,i,i,i,i,0.9,i,i,12.2
CC(O)CNCc1cccc2ccccc12 (configuration not stated),i,i,-5.1,i,i,i,i,·,i,i,8.8

# Looked up by structure from the entries so far:
SMILES,TRPC4 inh,KCNQ1 act,hERG protect,TRPC4 PAM,KCNK3 inh,PolyA inhibitor,KCNK9 block,Platelet DG rel,TRPC4 agonist,KCNQ1 block,DYRK1A inh
Cc1nonc1CN(C)C(=O)CC1C(=O)NCCN1Cc1cccc(C(F)(F)F)c1 (configuration not stated),i,i,-8.8,i,i,i,i,10.2,i,i,-3.4
COc1cc2nc(CC(C)C)n(NC(=O)c3ccccc3Br)c(=O)c2cc1OC,i,i,-2.4,i,i,i,i,10.3,i,i,-1.5
